Screens: PubChem, National Center for Advancing Translational Sciences (NCATS)
GLP-1R agonist: qHTS of GLP-1 Receptor Agonists | Glucagon-like peptide 1 receptor (Homo sapiens), P43220 | HEK293 GLP-1R CRE-luciferase, luminescence, 4-6 h; cells express a hypersensitive GLP-1R form | Potency, µM (titrated, usually from 45.6 µM), for inactives: at the highest dose activation, usual class: activators | actives 0.007% (n = 380,000); also: potency is read from the fitted curve at half-maximal effect; % of control where 0% means no effect
DRD3 antagonist: qHTS of D3 Dopamine Receptor Antagonist: qHTS | D3R cells, DiscoveRx beta-arrestin luminescence, antagonist mode; hits give low values | max response, negative = inhibition, % | actives 2.5% (n = 360,000) | AID 652054, 2013; in the data active = max response below about -50%; inconclusive = no clear call, values can overlap the other calls; also: % is scaled to controls: 0 for no effect and ±100 for the full control effect; mostly tested at two doses, the higher about 12 µM
Target sequence (P35462 whole entry, looked up): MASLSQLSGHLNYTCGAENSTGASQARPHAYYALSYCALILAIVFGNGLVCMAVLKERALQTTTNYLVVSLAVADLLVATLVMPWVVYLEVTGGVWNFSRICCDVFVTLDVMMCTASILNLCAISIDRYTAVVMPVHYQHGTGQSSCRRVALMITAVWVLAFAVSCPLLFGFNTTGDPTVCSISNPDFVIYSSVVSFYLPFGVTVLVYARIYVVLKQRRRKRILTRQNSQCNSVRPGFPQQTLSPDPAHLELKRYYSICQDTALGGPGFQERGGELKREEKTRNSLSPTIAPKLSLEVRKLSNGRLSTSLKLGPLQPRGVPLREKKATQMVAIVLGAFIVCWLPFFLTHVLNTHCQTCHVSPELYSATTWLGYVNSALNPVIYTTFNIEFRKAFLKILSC
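Cells expressing the human receptor were seeded at 1500 cells/well, incubated overnight at 37 degrees C in 5% CO2, then exposed to library compounds with dopamine controls for 90 minutes at 37 degrees C before luminescent detection.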
GLP1R inv ag: qHTS of GLP-1 Receptor Inverse Agonists (Inhibition Mode) | actives 1.6% (n = 410,000) | Potency, µM (titrated, usually from 38.3 µM), for the others: top-dose activity change, negative = inhibition, hits mostly inhibitors | Glucagon-like peptide 1 receptor (Homo sapiens), P43220 | HEK293 GLP-1R CRE-luciferase, luminescence, 24 h; GLP-1R form is constitutively active | AID 624417, 2012; also: potency is read from the fitted curve at half-maximal effect; % is scaled to controls: 0 for no effect and ±100 for the full control effect; nearly all actives have a fitted effect of over 55% in size
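Cells are plated, allowed 12 hours at 37 deg C, then treated with compounds for 24 hr before luciferase detection reagent is added and luminescence is read after 12 min at room temperature. The HEK293 line carries constitutively active GLP-1R with a cAMP-responsive reporter.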
aSyn yeast inh: qHTS of alpha-syn Inhibitors; Yeast expressing alpha-synuclein, growth rescue, BacTiter-Glo, 24 h; Potency, µM (highest dose often 46.1 µM), for inactives: at the top dose growth rescue (activation), actives largely listed as activators; actives 0.14% (n = 370,000); also: potency is read from the fitted curve at half-maximal effect; % of control where 0% means no effect; nearly all actives have a fitted effect of over 65% in size
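Rescue of yeast growth: cells expressing toxic alpha-synuclein, induced in galactose at OD600 0.02, incubated with compound 24 h at 30 C. ATP luminescence quantified growth; inhibitors of toxicity appear as activators.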
KB-V1 MDR tox: qHTS assay for MDR1-selective chemotherapeutics: Primary screen using the drug-selected MDR subline cells KB-V1 | KB-V1 MDR cells viability, CellTiter-Glo, 72 h | Potency, µM (highest dose often 46.1 µM), for the others: at the top dose activity change, negative = cytotoxicity, most hits filed as cytotoxic | actives 3.4% (n = 400,000); also: potency is read from the fitted curve at half-maximal effect; % is scaled to controls: 0 for no effect and ±100 for the full control effect; nearly all actives have a fitted effect of over 60% in size
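In this primary screen, KB-V1 cells overexpressing P-gp are incubated with library compounds (lowest to highest concentration) for 72 h at 37 degrees C before a luminescent ATP viability read.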
D3 ag: qHTS of D3 Dopamine Receptor Agonist: qHTS. D(3) dopamine receptor (Homo sapiens), P35462. AID 652048, 2013. D3R DiscoveRx beta-arrestin cells, luminescence, 90 min. max activation, %. actives 0.58% (n = 410,000); in the data active = max activation above about 30%; also: 0% is about no effect; mostly tested at two doses, the higher about 12 µM
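Agonist-mode cell screen: cells plated at 1500/well and incubated overnight at 37 °C, then exposed to library compounds for 90 min at 37 °C. Detection reagent was added for 30–60 min at room temperature, and luminescence was read.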
TDP43 rescue: qHTS of TDP-43 Inhibitors; TDP-43 expressing yeast growth rescue, BacTiter-Glo, 24 h; Potency, µM (titrated, usually from 46.1 µM), without a hit: top-dose growth rescue (activation), most hits filed as activators; actives 1.8% (n = 410,000); also: potency is read from the fitted curve at half-maximal effect; % of control where 0% means no effect; nearly all actives have a fitted effect of over 50% in size
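In this qHTS, compounds that restore growth of yeast expressing TDP-43 appear as activators. Cells (OD600=0.02, galactose medium, raffinose-pregrown) are incubated with compound 24 hr at 30 deg C and growth is quantified by BacTiter-Glo.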
PTHR1 ag: qHTS for PTHR1 Agonists: Primary Screen; HEK293 GP2 PTHR1 cells, GloSensor cAMP luminescence, 1 h; Potency, µM (doses to about 115 µM), for the others: at the highest dose activation, most hits filed as activators; Parathyroid hormone/parathyroid hormone-related peptide receptor (Homo sapiens), Q03431; actives 0.075% (n = 410,000); also: potency is read from the fitted curve at half-maximal effect; nearly all actives have a fitted effect of over 55% in size; some results filed as inactive show a strong effect at the top dose; inactives centre near -15; many of its hits are not listed in these tables
Target sequence (Q03431 whole entry, looked up): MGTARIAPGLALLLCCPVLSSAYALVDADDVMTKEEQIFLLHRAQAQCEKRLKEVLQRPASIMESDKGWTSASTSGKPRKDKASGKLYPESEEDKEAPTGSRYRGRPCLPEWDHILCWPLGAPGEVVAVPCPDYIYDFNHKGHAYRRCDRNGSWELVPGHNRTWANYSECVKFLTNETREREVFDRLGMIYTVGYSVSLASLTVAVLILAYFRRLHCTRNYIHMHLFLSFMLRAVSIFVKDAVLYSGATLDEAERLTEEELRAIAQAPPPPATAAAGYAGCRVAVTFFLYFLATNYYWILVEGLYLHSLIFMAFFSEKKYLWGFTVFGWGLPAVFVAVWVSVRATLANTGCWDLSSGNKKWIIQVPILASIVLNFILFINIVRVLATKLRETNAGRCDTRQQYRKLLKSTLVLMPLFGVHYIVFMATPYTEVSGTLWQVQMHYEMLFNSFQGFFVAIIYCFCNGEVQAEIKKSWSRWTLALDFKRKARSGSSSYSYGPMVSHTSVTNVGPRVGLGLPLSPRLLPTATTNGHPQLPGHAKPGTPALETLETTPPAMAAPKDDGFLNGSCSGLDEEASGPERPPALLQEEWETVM
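HEK-293-derived GP2 cells expressing PTHR1 and a GloSensor cAMP reporter, 3,000/well, plated overnight, given luciferin plus IBMX (each 0.5 mM as added) for 1 h at 37 °C, then compound for 1 h at 37 °C. Luminescence was read after 15 min at room temperature.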
GLP1R cytotox: qHTS of GLP-1 Receptor Inverse Agonists: Cytotox Screen; HEK293 cAMP-luciferase reporter cells, luminescence, 24 h; Potency, µM (series often up to 38.3 µM), without a hit: at the highest dose activity change, negative = inhibition, hits mostly inhibitors; actives 0.13% (n = 410,000);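 also: loss of luciferase light is scored as toxicity; potency is read from the fitted curve at half-maximal effect; % is scaled to controls: 0 for no effect and ±100 for the full control effect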
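Step one: seed cells (200 cells/uL, DMEM with 10% Nu serum, 1% pen-strep). Step two: 12-hour incubation at 37 deg C. Step three: pin 23 nL compound, incubate 24 hr. Step four: add luciferase reagent, read luminescence 12 min later.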
Numbers without * were called inactive; i = inactive; ? = inconclusive; nt = no result given; [ ] = dose if it differs, or a comment. Unless noted, calls follow the shape of the dose curve; as a rule, active = well fitted curve in the direction sought with a large enough effect; inconclusive = small, poorly fitted or top-dose-only effect, or another doubt; inactive = no such curve, though single readings can be large; an effect the other way counts as inactive or inconclusive.

SMILES,GLP-1R agonist,DRD3 antagonist,GLP1R inv ag,aSyn yeast inh,KB-V1 MDR tox,D3 ag,TDP43 rescue,PTHR1 ag,GLP1R cytotox
CN1CCN(CCNC(=O)c2cnn(-c3cccc(Cl)c3)c2C2CCN(C(=O)OC(C)(C)C)CC2)CC1,nt,nt,1%,nt,4%,-18,12%,-21%,1%
Cc1ccc(NC(=O)c2sc(C)nc2C)c(C)c1,16%,5,17%,-6%,-4%,-3,6%,i,-5%
CCOC(=O)c1ccc(NC(=O)c2nc[nH]c2C(=O)N[C@@H](CCCCNC(=O)OC(C)(C)C)C(=O)OC(C)(C)C)cc1,0%,37,?,13%,?,2,25%,-10%,-20%
Cc1cccc(/C=N/NC(=O)c2ccc(NC(=O)c3ccccc3C)cc2)n1,4%,22,1%,3%,4%,3,12%,-10%,2%
Cc1ccc(NC(=O)C(C)C(=O)Nc2ccc(C)cc2)cc1,6%,-18,-18%,-2%,-1%,-9,-23%,-11%,0%
CC(=O)Nc1ccc(S(=O)(=O)Nc2nc3ccccc3nc2Nc2ccc3ccccc3c2)cc1,8%,4,-18%,1%,?,-3,-11%,i,6%
CCOc1ccc(CN(C)CC(=O)Nc2ccc3c(c2)CCC3)cc1OC,26%,-12,?,19%,-19%,-7,0%,-15%,0%
O=C1CC(c2ccccc2)CC(O)=C1C=NCCN1CCN(C(=S)Nc2cccc(Cl)c2)CC1 (stereo not drawn),-1%,?,-9%,?,1%,6,-45%[inhibitor],i,1%
CCCCCCCCCCn1cc(C(C)=O)c(=O)[nH]c1=O,-9%,18,14%,5%,2%,5,10%,i,14%
CCOC(=O)C1=C(COC(=O)c2ccccc2OC)NC(=O)NC1C (stereo not drawn),33%,10,43%[activator],1%,-19%,3,9%,i,-9%
Cn1ccnc1Sc1nc2ccccc2nc1NS(=O)(=O)c1ccccc1,-7%,22,1%,1%,20%,0,-12%,-31%[57.5 µM],3%
CC(=O)Oc1ccc(N2C(=O)C3C(C2=O)C(C(=O)c2ccc(Cl)cc2)N2CCCC32)cc1 (stereo not drawn),17%,-19,28%,18%,?,-8,-7%,i,?
CN(C)c1ccc(/C=N\NC(=O)c2cccc3cc[nH]c23)cc1,7%,?,-32%,-6%,?,-11,4%,i,1%
O=C(O)c1ccccc1Sc1ccccc1S(=O)(=O)NC1CCCCC1,-1%,5,-5%,-2%,5%,32*,4%,-9%,6%
Clc1cccc(Cl)c1CNc1ccc(N2CCCC2)cc1,7%,10,-16%,-5%,-11%,1,?,-12%,?
COc1ccc(CN2CCCC(N3CCN(c4cccc(Cl)c4)CC3)C2)cc1OC (stereo not drawn),12%,22,?,0%,-2%,9,12%,i,-13%
COC(=O)c1ccc(N2CCOCC2)c(NC(=O)c2ccc3c(c2)OCCO3)c1,0%,5,16%,0%,nt,3,5%,i,-17%
CCc1cnc2c(c1SCC(=O)Nc1ccc(OC)c(OC)c1)c(=O)n(C)c(=O)n2C,nt,nt,12%,nt,1%,4,3%,i,-5%
N#CCC(=O)N/N=C/c1ccc(N2N=C(c3ccccc3)CC2c2ccccc2)cc1 (stereo not drawn),7%,0,4%,-2%,1%,-4,-11%,-24%,303%[activator]
O=C(O)/C=C/C(=O)Nc1ccc(Oc2ccccc2)cc1,5%,2,17%,-3%,5%,-1,?,-15%,22%
C=CCSc1nc(C)cc2c1C(=O)OC2,13%,35,24%,-18%,17%,-3,nt,i,-10%
CCCN1CCN(C(=S)Nc2ccc3nc(N4CCN(CC)CC4)cc(C)c3c2)CC1,10%,-9,4µM*,1%,-5%,-8,-11%,i,3.2µM*
CCCC(=O)N(c1ccc(OCC)cc1)S(=O)(=O)c1ccc2c3c(cccc13)C(=O)N2C,-9%,-10,20%,0%,nt,-5,22%,-5%,34%[activator]
Cc1nn(Cc2ccccc2Cl)c2sc(C(=O)OC3CCCC3=O)cc12 (stereo not drawn),23%,-9,0%,9%,6.5µM*,24,9%,-6%[57.5 µM],-6%
C#CCNC(=O)C1=C[C@@H](c2ccccc2)C[C@@H](OCc2ccc(CO)cc2)O1,16%,0,-2%,9%,-10%,-14,-1%,-14%,-12%
Cc1ccc(C)c(NC(=O)CCNS(=O)(=O)c2ccc3c(c2)CCCC(=O)N3)c1,-7%,nt,-2%,-5%,-5%,-11,7%,-16%,-8%
COc1ccc(-c2c(C#Cc3ccsc3)c3cc(-c4ccc(CN5CCOCC5)cc4)ccc3n2C)cc1,0%,5,4%,-27%,1%,0,?,-14%,12%
COc1ccc(C(=O)NC2CC(C)(C)Cc3occc32)cc1 (stereo not drawn),1%,-17,-2%,13%,-8%,-1,?,i,17%
CN(CCO)c1ccc(C=NNc2ccc([N+](=O)[O-])cc2S(=O)(=O)Nc2ccccc2C(=O)O)cc1,-9%,-20,-8%,-8%,?,-13,-11%,i,?
CCOc1ccc(OCC)c(NC(=O)C2CCN(S(=O)(=O)c3ccc(Br)s3)CC2)c1,nt,nt,-5%,nt,0%,9,18%,i,3%
COc1ccc(-c2cc3nc(C)c(CCC(=O)NCc4ccc(F)cc4)c(C)n3n2)c(OC)c1,9%,7,41%[activator],2%,-16%,4,19%,-17%,?
Cc1nc2c3cnn(-c4ccccc4)c3ncn2n1,0%,16,41%[activator],-4%,-12%,0,?,i,6%
Cc1cc(C)n(C(=O)CNC(=O)c2cccc(Cl)c2)n1,2%,-15,0%,-1%,31%,-7,-15%,7%,3%
CCN(CC)C(=O)CC(c1ccc2c(c1)OCO2)c1c(OC)cc(OC)c2ccc(=O)oc12 (stereo not drawn),6%,-22,61%[activator],-1%,0%,9,16%,i,0%
CCCCn1nnnc1C1(C)CCC(=O)N1CCCN1CCOCC1 (stereo not drawn),-3%,-7,5%,-3%,0%,0,18%,-29%,1%
CCOC(=O)c1[nH]c(C)c(/C(O)=C2\C(=O)C(=O)N(CCN(C)C)C2c2ccncc2)c1C (stereo not drawn),3%,-13,?,5%,?,8,1%,i,-4%
CC(OC(=O)c1nsc(Cl)c1Cl)C(=O)NCCc1ccccc1 (stereo not drawn),0%,14,14%,-1%,8%,-32,3%,-25%,-8%
CCOc1ccc(S(=O)(=O)N2CCCC(C(=O)N3CCCC3)C2)cc1 (stereo not drawn),15%,18,8%,2%,nt,8,-3%,i,6%
CCCCc1cc(=O)oc2cc(C)cc(OCC(=O)O)c12,-10%,10,4%,-1%,-21%,-23,-4%,i,0%
CC(=O)Nc1ccc2c3c(cccc13)C(=O)N(c1ccccc1)C2=O,2%,22,3%,1%,20%,1,-5%[0.397 µM],i,391%[activator]
Cc1ccccc1OCC(=O)Nc1ccccc1CO,9%,34,?,0%,-20%,10,?,i,-8%
N#Cc1c(-c2ccc(Cl)cc2)cc(-c2ccccc2)nc1SCC(=O)O,-1%,-10,?,-54%[inhibitor],11%,9,8%,-36%[inhibitor],-5%
O=C(O)c1cc(-c2ccc(/C=C3\NC(=O)N(c4ccc(Cl)cc4)C3=O)o2)ccc1Cl,-5%,12,19%,?,11%,2,12%,-17%,5%
Cc1ccc(NC(=O)c2ccc(-c3cc(Cl)ccc3Cl)o2)c(C)c1,-4%,-16,?,0%,-14%,-13,-10%,15%,3%
COc1ccccc1-c1nnc(C2CCN(S(=O)(=O)c3ccc(F)c(C)c3)CC2)o1,nt,nt,?,nt,2%,2,?,-89%[inhibitor],0%
COc1ccc(CNC(=O)c2ccc(CN3C(=O)C(C)=C(c4ccc(C)cc4)S3(=O)=O)cc2)cc1,nt,nt,1%,nt,nt,-5,3%,-21%,4%
O=[N+]([O-])c1ccccc1NS(=O)(=O)c1ccccc1,-2%,-8,-13%,4%,-4%,0,20%,0%,-7%
Cc1ccccc1N=Cc1ccc[nH]1,-3%,28,17%,0%,15%,4,?,-12%,-2%
NC(=O)c1ccsc1NC(=O)CSc1nnc(Nc2ccccc2)s1,12%,17,9%,0%,-26%,0,9%,-50%[inhibitor],2%
CCO[C@H]1OC(C(=O)NCc2ccccc2)=C[C@@H](c2coc3ccccc3c2=O)[C@@H]1CCCO,14%,0,21%,-4%,2%,-24,-17%,-9%,-29%
COc1ccc(-c2cc(-c3ccc(OC)cc3)nc(-c3ccc4c(c3)NC(=O)CO4)c2)cc1,2%,-8,3%,1%,-29%,-8,?,-6%[57.5 µM],-11%
O=C1c2ccc([N+](=O)[O-])cc2C(=O)N1CNc1ccccn1,0%,-9,-2%,-10%,21%,6,-17%,i,2%
COc1ccc(OC)c2[nH]c(C(=O)N/N=C/c3ccccc3O)cc12,11%,0,?,0%,0%,1,17%,i,27%
N#Cc1cc(-c2ccccc2)c[nH]c1=O,8%,-4,0%,1%,?,-1,7%,-47%[inhibitor],36%[activator]

An excerpt of these results, field by field.
> Cc1ccccc1N=Cc1ccc[nH]1
- GLP-1R agonist = -3%
- DRD3 antagonist = 28
- GLP1R inv ag = 17%
- aSyn yeast inh = 0%
- KB-V1 MDR tox = 15%
- D3 ag = 4
- TDP43 rescue = ?
- PTHR1 ag = -12%
- GLP1R cytotox = -2%
> Cc1ccc(NC(=O)c2ccc(-c3cc(Cl)ccc3Cl)o2)c(C)c1
- GLP-1R agonist = -4%
- DRD3 antagonist = -16
- GLP1R inv ag = ?
- aSyn yeast inh = 0%
- KB-V1 MDR tox = -14%
- D3 ag = -13
- TDP43 rescue = -10%
- PTHR1 ag = 15%
- GLP1R cytotox = 3%

A portion of the library; rates above refer to the full screens.
